Source: PubChem BioAssay (several laboratories)
MOR-DOR inv ag – inverse agonists of human mu-delta opioid receptor heterodimerization; P35372+P41143; cell-based MOR-DOR heterodimer luminescence, inverse agonism; inhibition, % at 9.3 µM; 0.21% of 340,000 active; AID 504357; in the data active = inhibition above about 22%, passing the limit was not always enough;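 also: 0% = cells with DMSO and 100% = wells without cells with DMSO; values of inactives mirror those of a sister screen read the other way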
AddAB inh – less growth of phage-infected E. coli with AddAB; inhibition, % at 11.9 µM; AID 435030; E. coli expressing H. pylori AddAB, absorbance growth; 0.29% of 330,000 active; in the data active = inhibition above about 12%;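 also: 0% = vehicle wells of infected cells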
E coli growth – reduces bacterial viability in AddAB counter-screen. E. coli V3065 growth, OD600 absorbance, 18 h. AID 449728. 0.27% of 330,000 active. inhibition, % at 11.9 µM;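 active = inhibition above the campaign's mean inhibition across all tested compounds plus 3 SD, cut at about 9.9% in these data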;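 also: uninfected addAB+ strain grown without phage in ampicillin broth; 0% = DMSO wells and 100% = ciprofloxacin 0.95 µg/ml wells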
OPRM1-OPRD1 ag – OPRM1-OPRD1 heterodimerization agonism. P35372+P41143. cells, luminescence. activation, % at 9.3 µM. 0.3% of 340,000 active; in the data active = activation above about 18%;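 also: 0% = vehicle-treated cells and 100% = reference agonist; values of inactives mirror those of a sister screen read the other way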
PfHsp90 set2 – inhibits growth of yeast expressing Plasmodium falciparum Hsp90; inhibition, % at 9.4 µM; AID 504621; 0.32% of 310,000 active; S. cerevisiae expressing PfHsp90, BacTiter-Glo ATP, 48 h; yeast lacking PDR1 and PDR3 efflux regulators;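 active = every replicate shows inhibition above about 80%, whatever the replicate mean, limit read from the data; inconclusive = mean inhibition reaches the set limit but some replicate falls short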;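 also: 0% = DMSO neutral controls and 100% = 20 µM radicicol positive controls; yeast relying on Plasmodium falciparum Hsp90 in place of its own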
Mot1-301 SUMO – blocks SUMOylation pathway, rescuing yeast Mot1-301 growth. S. cerevisiae Mot1-301 growth rescue, ATP luminescence, 38.5C; percent above DMSO median, 100 means doubled. growth rescue, % at 18.8 µM. 1% of 320,000 active. AID 2716;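 active = every valid replicate shows activation above 250% relative to neutral control wells; inactive = the rest, any valid replicate at or below 250%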;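 also: OY570 slx delta 5 strain wells were the positive control but not used for scaling; some compounds called inactive have numbers as strong as hits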
HTR5A inv ctr – inverse agonist of human HTR5A in OPRM1-OPRD1 counter-screen; HTR5A cell line, luminescence, inverse agonism; inhibition, % at 9.3 µM; 0.083% of 340,000 active; AID 504634; in the data active = inhibition mostly above about 23%, no sharp cut-off; inactive = mostly below about 18%;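 also: 0% = cells with DMSO and 100% = no-cell wells with DMSO; some compounds called inactive have numbers as strong as hits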
Target sequence (P47898 whole entry, looked up): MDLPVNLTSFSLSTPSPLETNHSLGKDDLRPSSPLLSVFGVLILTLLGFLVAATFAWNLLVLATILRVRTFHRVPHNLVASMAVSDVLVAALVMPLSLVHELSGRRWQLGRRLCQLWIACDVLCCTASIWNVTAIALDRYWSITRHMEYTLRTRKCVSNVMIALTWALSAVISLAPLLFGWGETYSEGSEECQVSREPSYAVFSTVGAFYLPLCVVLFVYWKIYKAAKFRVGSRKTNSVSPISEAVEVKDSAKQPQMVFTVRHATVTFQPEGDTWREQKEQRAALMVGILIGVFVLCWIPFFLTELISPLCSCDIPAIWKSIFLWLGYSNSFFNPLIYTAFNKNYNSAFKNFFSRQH
PKA-R1A activ – PKA-R1A complex activation. P00514+P68181. PKA-R1A dissociation, Cy5-IP20 fluorescence polarization; scaled: DMSO 0%, 113 µM cGMP 100%. activation, % at 11.4 µM. 0.083% of 340,000 active. AID 504707;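 active = percent activation above the mean of all tested compounds plus 3 SD, cut at about 19% in these data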;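 also: higher means more PKAc released from R1A so a rise in polarization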
phage Ecoli inh – E. coli growth loss with phage present; AID 651602; growth absorbance; inhibition, % at 11.9 µM; 0.26% of 360,000 active; in the data active = inhibition above about 11%
Tat transport – E. coli Tat transport inhibition; inhibition, % at 10 µM; E. coli MC4100 TorA-mCherry Tat export, fluorescence; 0.036% of 340,000 active;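 active = mean replicate inhibition at least 50% and at least half of replicates individually reaching 50%; inconclusive = only one of the two criteria met; inactive = neither criterion met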;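 also: exported cargo escapes ClpAP degradation while cytoplasmic cargo is degraded and loses fluorescence; 0% = median of neutral control wells and 100% = median of NaSCN control wells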
PKA-R2B act – activates the human PKA-R2B holoenzyme complex; PKA-R2B holoenzyme dissociation, Cy5-IP20 fluorescence polarization; R2B truncated from residue 108, S112A mutant; 0% DMSO only, 100% 113 µM cGMP; activation, % at 11.4 µM; 0.079% of 340,000 active; AID 504700;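 active = activation above a cutoff set at the mean over all compounds plus 3 SD, cut at about 18% in these data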;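 also: higher means more holoenzyme dissociation and a rise in polarization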
Target sequence (P31323 whole entry, looked up, other chains not shown, the tested form may be a part): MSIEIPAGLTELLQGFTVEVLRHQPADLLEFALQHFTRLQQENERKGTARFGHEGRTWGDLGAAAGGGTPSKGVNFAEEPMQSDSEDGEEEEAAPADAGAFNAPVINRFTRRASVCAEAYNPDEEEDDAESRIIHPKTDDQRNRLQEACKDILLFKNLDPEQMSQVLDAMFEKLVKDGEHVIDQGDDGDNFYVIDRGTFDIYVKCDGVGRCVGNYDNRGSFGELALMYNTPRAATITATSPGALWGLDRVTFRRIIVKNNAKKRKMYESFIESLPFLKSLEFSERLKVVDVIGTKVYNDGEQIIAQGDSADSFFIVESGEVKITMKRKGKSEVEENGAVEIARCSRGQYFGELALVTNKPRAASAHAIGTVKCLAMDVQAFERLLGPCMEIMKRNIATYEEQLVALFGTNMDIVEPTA
* marks the source's active call; other numbers are inactive results; ? = inconclusive; . = not tested or not shown.

Screens in order: MOR-DOR inv ag	AddAB inh	E coli growth	OPRM1-OPRD1 ag	PfHsp90 set2	Mot1-301 SUMO	HTR5A inv ctr	PKA-R1A activ	phage Ecoli inh	Tat transport	PKA-R2B act
1) COc1ccc(-c2noc(CCC(=O)NCCCN3CCN(c4ccc(F)cc4)CC3)n2)cc1
  2	3.3	-1.9	-0.3	.	-3	3	-10	2.0	-9	3
2) CCNC(=S)NNC(=O)c1cc(-c2cc(C)ccc2C)nc2ccccc12
  25	2.0	2.2	-4.7	1	8	-28	-2	.	-18	0
3) CCCCn1nc2cc(C(=O)NC[C@@H]3CCCO3)ccc2c1OCC
  14	0.2	-2.5	-2.4	-11	-1	-4	-7	1.4	-3	4
4) CO[C@@]12[C@@H]3N[C@@H]3CN1C1=C(C(=O)C(N)=C(C)C1=O)[C@@H]2COC(N)=O
  -9	.	.	2.1	-5	.	5	4	8.6	67*	-6
5) COc1ccccc1N1CCN(C2CCN(S(=O)(=O)c3ccc(NC(C)=O)cc3)CC2)CC1
  9	2.6	0.2	-1.9	14	15	-25	6	4.3	-7	-2
6) CN(C)/C=C(\C#N)C(=O)Nc1ccc(O)cc1F
  0	0.2	3.2	0.0	12	-14	4	-4	4.5	-8	-1
7) CC1SC(c2ccccc2)N(CC(O)c2ccc([N+](=O)[O-])cc2)C1=O (stereo not drawn)
  6	0.7	-0.5	-0.9	.	-10	7	-7	2.8	-3	-5
8) O=c1cc(C(F)(F)F)[nH]c(=S)n1-c1ccccc1
  8	-0.1	-1.7	-1.6	-3	-16	10	-2	-2.2	0	0
9) Cc1cccc(OCCCC(=O)Nc2ccc(S(=O)(=O)Nc3onc(C)c3C)cc2)c1C
  3	3.6	0.0	-0.8	24	-5	4	-10	2.6	-5	3
10) Cc1ccc2sc(NC(=O)C3CC3)nc2c1C
  6	1.8	-1.2	-1.1	32	9	-2	-15	0.2	0	-3
11) Cc1cccc(-n2c(O)c(C=Nc3ccccc3O)c3ccccc3c2=O)n1
  15	-0.7	1.6	-3.0	-13	2	0	-10	3.7	2	5
12) COc1cccc(CNC(=O)Cn2ccc([N+](=O)[O-])n2)c1
  14	3.9	-0.1	-3.0	9	-3	4	7	1.0	2	2
13) Cc1cc(=O)oc2cc(OC(=O)c3cncc(Br)c3)ccc12
  14	-0.2	-0.9	-2.7	-18	5	14	-1	2.2	-3	-6
14) N#C/C(=C\c1cc2c(cc1Br)OCO2)c1ccc(C(=O)O)cc1
  11	3.1	1.2	-2.2	-13	463	17	-1	-2.3	2	-1
15) COCc1nnc(NC(=O)CCS(=O)(=O)c2ccccc2)s1
  4	5.0	-0.3	-0.7	23	382	-1	-1	1.1	4	10
16) c1ccc(Nc2nc(-c3cccnc3)cs2)nc1
  13	4.8	2.0	-2.5	-8	5	-13	1	3.1	5	-3
17) Cn1ncc([N+](=O)[O-])c1C(=O)N1CCCCCC1
  -4	.	.	0.7	21	.	-10	-6	2.0	-2	4
18) O=C(CN1C(=O)CCC1=O)Nc1cccc2c1C(=O)NC2=O
  11	3.2	1.9	-2.2	26	514	-3	-5	1.2	-4	-5
19) O=C1NCCN(Cc2ccc(Cl)c(F)c2)C1CC(=O)N1CCCCO1 (stereo not drawn)
  9	2.2	-2.5	-1.3	-8	.	23	-6	3.4	3	0
20) O=C(Cn1cc(C(F)(F)F)ccc1=O)OCC(=O)c1ccc[nH]1
  13	-1.1	-0.6	-2.5	.	13	-6	-5	0.5	?	-8
21) O=C(c1ccc(S(=O)(=O)NCc2ccco2)cc1)N1CCN(Cc2ccccc2F)CC1
  7	.	.	-1.3	-32	.	9	-3	3.6	4	-2
22) CCOc1ccc(/C=N/Nc2ccc(C(F)(F)F)cc2[N+](=O)[O-])cc1O
  -9	5.3	0.2	1.6	-7	-19	-1	7	3.2	7	0
23) Cc1cc(C)c(S(=O)(=O)c2cccc(Cl)c2)c(Cl)n1
  10	1.9	0.0	-1.8	2	-3	2	2	1.7	-3	-13
24) Cc1ccc(NC(=O)CSc2n[nH]c(-c3ccncc3)n2)c(C)c1
  15	6.0	2.6	-2.8	13	-10	-10	-11	2.8	-2	-2
25) COc1cc(NS(=O)(=O)c2ccc(NC(=O)c3cccnc3)cc2)ncn1
  -2	0.9	1.8	0.6	0	3	-3	-6	2.6	-4	-9
26) CCOc1ccc(NS(=O)(=O)c2ccc(NC(=O)C3CC3)cc2)cc1
  2	1.5	0.2	-0.3	37	-1	18	-6	0.6	10	-4
27) CCN1CCN(C(=O)CCNC(=O)Cn2ccc3ccccc3c2=O)CC1
  14	0.9	-0.5	-2.5	-18	16	11	12	5.1	-8	-3
28) C=CCNC(=S)N/N=C1\CCS(=O)(=O)c2ccccc21
  9	2.2	2.2	-1.6	-20	6	-30	17	1.0	3	6
29) CSc1nc(N)nc(SCC(=O)OC(C)C)c1C#N
  4	3.1	0.0	-0.7	15	-15	3	4	2.8	0	-2
30) COc1ccc(NC(=O)c2cnn3c(C(F)(F)F)cc(-c4ccco4)nc23)cc1OC
  10	5.0	-0.7	-2.1	-42	-6	8	9	0.5	6	-7
31) CN(c1ncc(C(F)(F)F)cc1Cl)n1cc(C(N)=O)c2ccccc2c1=O
  4	0.3	-1.6	-0.7	21	0	-18	5	2.8	-6	-1
32) CCCCN(C(=O)c1ccc(C#N)cc1)c1c(N)n(CCC)c(=O)[nH]c1=O
  -13	-0.7	-0.8	1.6	-9	21	-13	13	1.5	-3	7
33) CN(C(=O)c1cccc(C#CC(C)(C)O)c1)C1CCCN(Cc2ccccc2F)C1 (stereo not drawn)
  12	1.5	-1.9	-2.5	-2	14	-17	0	1.8	7	3
34) Cc1cccc(NC(=O)CCCN2C(=O)c3cccc4cccc(c34)C2=O)c1
  3	1.3	-2.0	-0.6	-9	9	7	-13	1.8	-2	3
35) Cc1cc(C)c(S(=O)(=O)Nc2nnc(C3CCCCC3)s2)c(C)c1
  2	0.1	0.2	-0.5	-138	-14	3	-12	-0.7	-2	-13
36) CCOc1ccc2c(c1)[nH]c(=S)n2C
  2	-2.3	3.1	-0.4	8	-9	2	-1	3.0	-1	4
37) CCCc1cc2c(cc1NC(=O)c1ccccc1C)OCO2
  1	2.2	0.7	-0.1	8	-3	23	-8	2.5	12	-8
38) Cc1cnc2c(C(=O)O)cnn2c1
  9	3.9	0.8	-1.5	8	-12	-1	-2	5.0	3	-4
39) CC1CC(=O)N(CC(=O)Nc2cccc(F)c2)c2ccccc2S1(=O)=O (stereo not drawn)
  15	3.2	0.1	-2.8	1	-4	-3	-3	3.5	-8	-10
40) O=C(/C=C/c1cc([N+](=O)[O-])ccc1OC(F)F)Nc1cccc([N+](=O)[O-])c1
  10	-0.2	-0.9	-2.0	-8	.	-9	-11	-0.8	2	2
41) CCCOc1ccc(-c2nn(-c3ccccc3)cc2/C=C2\SC(=S)N(C3CCS(=O)(=O)C3)C2=O)cc1 (stereo not drawn)
  4	3.6	-1.2	-0.6	2	2	0	-8	1.4	-6	6
42) COC(=O)C(C)Oc1cc(OC(C)C(=O)OC)c2c(C)c(Cl)c(=O)oc2c1 (stereo not drawn)
  11	2.2	1.8	-2.2	.	6	10	-5	1.3	0	7
43) COc1cc(C(=O)N/N=C/c2cn(Cc3ccccc3)c3ccccc23)ccc1O
  -2	.	.	0.7	-14	-17	10	-5	1.2	3	14
44) CC(C)CCN(C(=O)c1cc(=O)[nH]c2ccccc12)c1c(N)n(Cc2ccccc2)c(=O)[nH]c1=O
  11	0.2	-1.9	-2.6	.	0	-17	-8	2.4	0	4
45) Nc1nc2ccccc2nc1N
  12	2.1	-0.2	-1.9	9	-17	8	-12	1.1	-3	9
46) CCOc1ccc(-c2nn[nH]n2)cc1
  18	-0.6	-3.5	-3.4	.	-9	-2	-6	2.1	-4	-6
47) CCc1ccccc1NC(=O)CC(NCc1ccccc1)C(=O)O (stereo not drawn)
  13	3.7	-1.7	-2.5	-4	5	5	8	2.9	3	4
48) Cc1ccc(C)c(CN2C(=O)c3ccccc3S(=O)c3ccc(C(=O)N4CCN(c5ccccn5)CC4)cc32)c1 (stereo not drawn)
  -126	0.0	-2.1	27*	4	-15	-29	1	3.4	3	-2
49) Cc1ccc(C(=O)N2C(=O)C(c3ccccc3)Oc3ccccc32)cc1 (stereo not drawn)
  6	1.2	-1.3	-1.3	-42	76	12	-5	1.3	-3	0
50) CC(C)C(=O)N1CCN(c2ccc(NC(=O)c3ccc4c(c3)OCCO4)cc2)CC1
  2	-0.3	0.0	-0.5	-3	7	29	-3	2.6	-6	-12
51) COCCn1nnnc1C(c1cc2cc(C)ccc2[nH]c1=O)N1CCc2ccccc21 (stereo not drawn)
  5	2.6	-2.6	-0.9	0	.	-22	4	1.7	-2	-5
52) Cc1ccc2oc3c(c(=O)c2c1)C(c1cccc(O)c1)N(c1ccccn1)C3=O (stereo not drawn)
  13	-0.5	-1.4	-2.6	8	9	8	4	2.4	-4	1
53) Cc1nc(Nc2ccc(Cl)cc2Cl)sc1C(=O)Nc1ccccc1
  -28	1.6	3.0	3.8	12	.	4	-1	4.2	?	-11
54) Cc1ccccc1Cn1nc(C)c(NC(=O)C2(C)CC2(Cl)Cl)c1C (stereo not drawn)
  5	1.6	-0.2	-0.8	31	108	3	3	0.0	3	-4
55) CCc1nc(SCc2ccc(Br)cc2)n[nH]1
  10	-2.4	0.4	-2.3	11	-3	-2	-5	-0.6	1	-7
56) COCCn1c(-c2ccccc2F)n[nH]c1=S
  5	4.6	1.4	-0.9	2	-17	-11	-9	3.1	5	-4
57) COc1cc(F)ccc1S(=O)(=O)n1c(C)nc2ccccc21
  15	1.4	2.1	-3.1	-22	49	2	-11	0.8	5	0
58) COc1cc(Cn2c(-c3nonc3N)nc3ccccc32)ccc1C
  -34	-0.3	-2.9	6.5	-41	-9	12	-5	0.5	-3	-1
59) O=C(O)c1ccc(-n2cccc2/C=C2/NC(=O)N(c3ccccc3)C2=O)cc1
  5	-2.5	-2.6	-1.1	-16	-1	-5	-1	1.6	2	-14
60) Cc1ccccc1NS(=O)(=O)c1cc(C(=O)N2CCCC2)ccc1Cl
  20	0.6	1.6	-3.9	4	-17	-14	4	1.0	4	-10
61) Nc1ccc2c(c1)Cc1cc(N)c(Cl)cc1-2
  1	.	.	-0.3	-6	.	-11	3	1.2	-3	0
62) Cc1ccc(CNC(=O)C2CCCN(S(=O)(=O)c3ccc(F)cc3)C2)cc1 (stereo not drawn)
  3	.	.	-0.6	-26	1	-2	-3	-2.2	-11	-2
63) O=C(Cc1ccccc1Cl)NCc1cccnc1
  14	3.1	3.0	-2.8	1	-4	6	-2	-0.6	4	5
